PPARg SRC2 recr: promotes SRC-2 coactivator recruitment by human PPARgamma | 200,000 tested, 0.34% active | activation, % at 8 µM | PPARgamma LBD-SRC-2 recruitment, biochemical | AID 1032 | P37231; in the data active = activation above about 22%;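 note: 0% = vehicle and 100% = reference agonist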
Target sequence (P37231 whole entry, looked up, the tested form may be a part): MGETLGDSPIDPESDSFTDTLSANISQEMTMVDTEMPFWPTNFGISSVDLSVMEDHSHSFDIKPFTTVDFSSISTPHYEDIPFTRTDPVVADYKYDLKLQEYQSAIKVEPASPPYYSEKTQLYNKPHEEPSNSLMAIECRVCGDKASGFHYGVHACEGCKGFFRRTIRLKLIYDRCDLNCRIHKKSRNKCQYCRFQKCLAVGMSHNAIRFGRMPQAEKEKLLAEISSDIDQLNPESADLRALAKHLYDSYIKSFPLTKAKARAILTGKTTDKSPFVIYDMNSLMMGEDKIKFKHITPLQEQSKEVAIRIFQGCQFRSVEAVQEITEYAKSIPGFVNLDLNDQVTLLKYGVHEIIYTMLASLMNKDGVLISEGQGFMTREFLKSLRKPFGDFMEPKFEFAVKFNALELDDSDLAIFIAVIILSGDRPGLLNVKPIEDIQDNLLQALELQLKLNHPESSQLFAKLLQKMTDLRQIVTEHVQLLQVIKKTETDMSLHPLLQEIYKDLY
STAT3 blocker: reduces IL-6 driven STAT3 reporter signal; U3A cells, IL-6 STAT3-luciferase reporter, luminescence; host cell line lacks STAT1; inhibition, % at 5.5 µM; 190,000 tested, 0.89% active; AID 862;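 active = inhibition above the mean inhibition across all screened compounds plus 3 SD, cut at about 44% in these data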;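 note: 0% = DMSO only wells and 100% = 100 µM nifuroxazide control wells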
ROMK mod: human ROMK K+ channel modulation, primary screen; Tet-inducible ROMK, thallium flux fluorescence; actives lie on both sides; AID 1918; B-score at 10 µM; P48048; 130,000 tested, 2% active;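 active = signal ratio slope over the read window, or its plate-corrected B-score, at least 3 SD from the plate mean, either direction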;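 note: B-score of the F/F0 ratio slope over 7 to 12 s after thallium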
Target sequence (P48048 whole entry, looked up): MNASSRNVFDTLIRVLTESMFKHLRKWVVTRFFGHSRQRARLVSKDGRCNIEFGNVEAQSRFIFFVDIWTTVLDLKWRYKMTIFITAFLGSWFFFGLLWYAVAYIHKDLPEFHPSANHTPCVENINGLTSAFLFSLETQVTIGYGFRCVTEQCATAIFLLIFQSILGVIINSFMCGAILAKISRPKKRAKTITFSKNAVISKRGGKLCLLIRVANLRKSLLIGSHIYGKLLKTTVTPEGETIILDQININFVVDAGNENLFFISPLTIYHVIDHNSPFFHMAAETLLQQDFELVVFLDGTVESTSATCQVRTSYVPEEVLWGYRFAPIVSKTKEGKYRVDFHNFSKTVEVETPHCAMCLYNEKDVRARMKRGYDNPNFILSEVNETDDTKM
STAT1 blocker: inhibitors of IFN-gamma induced STAT1 signaling; 200,000 tested, 0.35% active; NIH 3T3 STAT1-luciferase reporter, luminescence; inhibition, % at 5.5 µM; AID 920;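 active = inhibition above a set limit, the mean inhibition across all tested compounds plus 3 SD, cut at about 34% in these data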;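 note: 0% = IFN-gamma with DMSO and 100% = IFN-gamma with 300 µM nifuroxazide; values of inactives mirror those of a sister screen read the other way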
S1P3 antagonist: blocks the human S1P3 receptor; Q99500; CHO S1P3 NFAT-BLA reporter, FRET fluorescence, antagonist mode; inhibition, % at 4.98 µM; 170,000 tested, 0.27% active; AID 485;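 active = inhibition above the plate cutoff, the mean inhibition of test wells on that plate plus 3 SD, cut at about 28% in these data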;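 note: cells challenged with S1P at its EC80 of 0.8 µM; blue over green emission ratio from cleaved BLA substrate after 4 h stimulation; 0% = S1P-stimulated wells and 100% = unstimulated DMSO-only wells; some compounds past the cut are filed as inactive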
TLR4 MyD88 comp: inhibitors of human TLR4-MyD88 binding. 200,000 tested, 0.18% active. HeLa CL3-4 TLR4/MyD88 BLA complementation, FRET ratio. O00206+Q99836. inhibition, % at 8.4 µM. AID 861; in the data active = inhibition above about 25%;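 note: 0% = vehicle and 100% = reference inhibitor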
PPARg SRC-1 ag: agonists of human PPARgamma SRC-1 coactivator recruitment; 200,000 tested, 0.41% active; activation, % at 8 µM; AID 631; PPARgamma-SRC-1 coactivator recruitment biochemical assay; P37231; in the data active = activation above about 19%;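 note: 0% = DMSO and 100% = reference agonist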
RAM inhibit: yeast RAM network inhibition; S. cerevisiae dse1pr::URA3 reporter, 5-FOA growth OD615, 2 d; analog-sensitive cbk1-as2 kinase mutant strain; inhibition, % at 50 µM; 190,000 tested, 1.8% active; AID 868;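 active = inhibition above a set limit, 3 SD over mean compound inhibition, cut at about 8.4% in these data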;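 note: 0% = DMSO-only wells with no growth and 100% = 10 µM 1-NA-PP1 full growth; inhibition rescues growth on 5-FOA so higher OD means more RAM inhibition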
PPARg SRC3 recr: PPARgamma-driven SRC-3 recruitment agonism; 200,000 tested, 0.26% active; activation, % at 8 µM; biochemical PPARgamma/SRC-3 coactivator recruitment assay; in the data active = activation above about 23%;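 note: 0% = DMSO and 100% = reference agonist; some compounds past the cut are filed as inactive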
STAT3 activator: increases IL-6 driven STAT3 reporter signal | U3A cells, IL-6 STAT3-luciferase reporter, luminescence; 100% = signal with IL-6 EC80 alone | activation (% of control), % at 5.6 µM | 190,000 tested, 0.91% active;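 active = activation above the screen-wide mean of compound activation plus 3 SD, cut at about 130% in these data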;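 note: 0% = background luminescence of wells with medium and substrate only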
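Material: human STAT1-deficient U3A cells with stable STAT3-luciferase reporter / Probe or stimulus: IL-6 stimulus at 33 ng/mL final / Schedule: 1 h compound pre-exposure, 6 h IL-6 stimulation, 37 °C / Technique: luminescence / Read-out basis: percent of IL-6-only median luminescence / Control set: IL-6-only high control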
TR-FRET SRC-2 ct: flags TR-FRET format artefacts in PPARgamma SRC-2 recruitment agonist screen. TR-FRET artefact counter-screen; active compounds read high. 200,000 tested, 0.4% active. TR-FRET ratio at 8 µM; in the data active = TR-FRET ratio above about 2000; note: inactives centre near 1500
An asterisk follows results filed as active; nt = not tested or not shown.

SMILES	PPARg SRC2 recr	STAT3 blocker	ROMK mod	STAT1 blocker	S1P3 antagonist	TLR4 MyD88 comp	PPARg SRC-1 ag	RAM inhibit	PPARg SRC3 recr	STAT3 activator	TR-FRET SRC-2 ct
Cc1ccc(NC(=S)N(Cc2cccc(Br)c2)CC2CCC(C(=O)O)CC2)cc1 (stereo unspecified)	-2	12	-0.00016	-1	-7	-3	0	7.7	4	99	1747
CCN(Cc1ccccc1)C(=O)CSc1ccccc1C(=O)O	-6	7	1.1	7	-8	4	1	-0.8	-3	100	1655
O=C(c1cnccn1)N1CCc2ccccc2C1	5	8	1	-5	-19	-10	1	0.8	0	100	1490
COCC(=O)N(CCc1ccc(OC)c(OC)c1)Cc1cc2cc(C)ccc2nc1Cl	-5	23	0.38	8	1	2	0	0.6	-2	85	1459
Nc1cc(C(=O)OCC(=O)NCc2ccc(F)cc2)ccc1Cl	-6	8	-0.72	-3	5	-10	-3	2.6	-4	96	1508
Cc1ccccc1N1CCN(CCN2C(=O)CC(=C3c4ccccc4-c4ccccc43)C2=O)CC1	-1	2	0.66	6	nt	6	-1	nt	-5	100	1375
[O-]/C(=C(\C(=S)NCc1ccc2c(c1)OCO2)[n+]1ccccc1)c1ccc(Cl)s1	15	7	0.03	15	2	1	5	3.0	8	94	1694
CCOc1ccccc1C(=O)NCC(=O)NCCCc1ccccc1	1	24	-0.29	-10	8	-15	6	0.2	-4	82	1606
COc1ccccc1C(=O)N/C(N)=N/c1nc2ccccc2o1	2	-9	nt	-13	nt	0	2	2.1	1	112	1592
CN1CCN(C(=O)c2cc(-c3ccco3)on2)CC1	3	20	-0.89	-1	nt	-6	2	1.6	2	88	1589
O=C(CO/N=C/c1ccc(OC(F)F)cc1)NCc1ccc(F)cc1	-3	6	-0.38	12	-13	5	2	0.1	2	95	1342
O=C(Nc1nc2c(F)cc(F)cc2s1)c1ccccn1	6	66*	0.79	19	-9	3	10	2.3	1	48	1836
O=C1Nc2ccccc2OC1CC(=O)N1CCCC1 (stereo unspecified)	2	10	nt	4	1	-12	0	0.8	2	92	1585
CCOC(=O)N1CCC(N2CCN(Cc3ccc(F)c(F)c3)C(CCO)C2)CC1 (stereo unspecified)	6	11	0.068	6	-16	4	5	1.3	-1	95	1668
CCOC(=O)N1CCN(C(=S)Nc2ccccc2C(C)C)CC1	2	3	0.71	9	-18	6	9	1.2	7	101	1692
Cc1ccccc1C(=O)NC(CC(C)C)C(=O)OCC(=O)c1c(N)n(C)c(=O)n(C)c1=O (stereo unspecified)	6	-2	0.41	-1	-9	3	-6	1.7	1	101	1242
COC(=O)CSc1nnc(-c2ccoc2C)n1-c1ccc(OC)cc1	0	10	nt	-3	2	-3	-1	1.2	-5	100	1648
CCCC(=O)c1cc2ccccc2oc1=O	-3	8	0.064	4	3	12	17	-0.4	0	97	1441
C[C@@H](C(=O)Nc1ccc2ccccc2c1)[C@H]1C[C@]1(C)[C@H](NC(=O)c1cnccn1)c1ccccc1	-2	-4	-1.4	10	2	-3	-4	0.3	0	101	1413
Cc1ccccc1NC(=O)CCC(=O)OCC(=O)c1ccc(-c2ccccc2)cc1	-3	-2	nt	6	nt	1	-2	3.2	-5	106	1625
CCn1c2ccccc2c2nc3ccccc3nc21	-4	-8	nt	-6	4	2	2	3.7	-10	110	1394
CC1(C)CC(=O)C([N+](=O)[O-])=C(NCCCO)C1	6	15	nt	6	0	-4	7	0.5	-3	84	1584
CC(=O)N1CCN(c2ccccc2NC(=O)c2ccc(-c3cccc([N+](=O)[O-])c3)o2)CC1	-4	10	0.12	13	-18	-8	-2	4.1	-2	97	1389
Cn1ncc(N)c1C(=O)Nc1cccc(C(F)(F)F)c1	2	12	nt	-5	-11	-5	3	-0.3	6	93	1580
O=C(COC(=O)c1cccc(O)c1)Nc1ccc(OC(F)F)cc1	-16	20	-0.61	7	1	-28	1	-0.1	-5	89	1411

Next part, overlapping the part above by 2 compounds.
SMILES	PPARg SRC2 recr	STAT3 blocker	ROMK mod	STAT1 blocker	S1P3 antagonist	TLR4 MyD88 comp	PPARg SRC-1 ag	RAM inhibit	PPARg SRC3 recr	STAT3 activator	TR-FRET SRC-2 ct
Cn1ncc(N)c1C(=O)Nc1cccc(C(F)(F)F)c1	2	12	nt	-5	-11	-5	3	-0.3	6	93	1580
O=C(COC(=O)c1cccc(O)c1)Nc1ccc(OC(F)F)cc1	-16	20	-0.61	7	1	-28	1	-0.1	-5	89	1411
O=C(CSc1nnnn1-c1ccc(F)cc1)Nc1nc2ccccc2s1	-11	8	nt	3	nt	6	10	2.4	8	97	1465
CCc1ccc(C(=O)CN2C(=O)C(C)N(c3ccc(C)cc3)C2=O)cc1 (stereo unspecified)	-5	-2	0.4	-13	-8	2	-1	4.2	4	102	1530
COc1ccc(C2c3c(ccc4ccccc34)Oc3ncn4nc(-c5ccco5)nc4c32)cc1 (stereo unspecified)	-4	-11	nt	3	8	-4	10	6.9	0	113	1471
CC1(C)Cc2nc3nc(SCC(=O)NCc4ccccc4)n(-c4ccccc4)c(=O)c3cc2CO1	-2	14	nt	-1	nt	16	-3	3.1	2	97	1640
Cc1ccc(C)c(N=C2NC(=O)CS2)c1	8	9	0.04	7	-18	-3	-4	0.1	-1	98	1294
COc1ccc(C(=O)C2CCCN(S(=O)(=O)c3cccnc3)C2)c(C)c1 (stereo unspecified)	-3	8	-8.6*	0	7	-8	11	1.1	-2	98	1779
CC(=O)c1ccc(Cc2ccc(C(C)=O)cc2)cc1	7	12	-1.1	-1	17	-1	1	2.4	4	97	1568
Cc1onc(-c2ccccc2)c1C(=O)Oc1cccnc1	0	4	nt	5	-6	-5	1	1.4	0	99	1554
CCCCOC(=O)C(C)Nc1n[nH]c(=S)[nH]c1=O (stereo unspecified)	21	4	0.29	-1	nt	-7	14	-0.6	26*	102	1892
O=C(NCc1ccco1)c1cc2ccccc2o1	3	3	0.0045	-11	9	-1	18	0.8	2	100	1581
O=S(=O)(N/N=C/c1ccc(N2CCOCC2)cc1)c1ccc(Br)cc1	0	9	-0.75	4	-19	2	11	3.7	7	102	1749
CCOc1ccc(NC(=S)NCc2ccco2)cc1	-9	10	0.028	-4	-3	3	-5	3.1	-4	94	1562
CCc1nc2sccc2c(=O)[nH]1	10	6	-0.1	-12	5	9	-1	1.6	4	99	1666
CCOC(=O)N1CCN(S(=O)(=O)c2ccc(C(=O)Nc3nnc(C)o3)cc2)CC1	13	-3	-0.0079	-7	11	4	3	0.9	3	100	1573
COCCNC(=O)CN1C(=O)CSc2ncccc21	-1	14	nt	8	-13	-6	1	-0.2	-2	93	1507
CC(=O)c1cnc2nc(C(F)(F)F)nn2c1C	0	8	nt	4	-7	15	-6	0.0	8	97	1702
COC(=O)C(CCSC)NC(=O)CNS(=O)(=O)c1ccc(Cl)cc1 (stereo unspecified)	10	11	nt	3	nt	3	13	1.8	1	93	1621
Nn1c(SCc2cn3ccccc3n2)nnc1-c1ccncc1	-1	-6	0.3	-2	-6	-2	3	-0.2	0	106	1656
O=C(CCCCCNC(=O)c1ccccc1Br)N=Nc1c(O)[nH]c2ccccc12	5	0	0.63	-5	2	18	-3	6.3	2	104	1435
CC(/C=N/NC(=O)c1ccncc1)=C\c1ccc(C(C)C)cc1	10	19	nt	-4	nt	-7	3	-0.7	12	92	1560
Cc1cc(C)n2nc(C(=O)NCc3ccco3)nc2n1	-5	7	0.27	-2	-3	-11	0	nt	9	98	1448
CS(=O)(=O)N1CCCC(C(=O)Nc2ccc3c(c2)OCCO3)C1 (stereo unspecified)	-4	-2	nt	0	-13	15	-1	0.4	1	104	1620
COc1ccc(/C=C/S(=O)(=O)NCc2ccccc2)cc1OC	4	12	0.85	1	6	3	1	2.1	6	94	1809
O=C(NCC1CCCO1)C1CCCN(S(=O)(=O)c2cccc3nsnc23)C1 (stereo unspecified)	5	-2	nt	2	-14	2	5	0.0	-9	103	1347
CC(C)(C)c1cc(CCC(=O)N2CCNCC2)c(C(C)(C)C)cc1O	-1	-14	nt	7	16	6	-2	2.5	0	112	1418

The list goes on:
SMILES	PPARg SRC2 recr	STAT3 blocker	ROMK mod	STAT1 blocker	S1P3 antagonist	TLR4 MyD88 comp	PPARg SRC-1 ag	RAM inhibit	PPARg SRC3 recr	STAT3 activator	TR-FRET SRC-2 ct
COc1cc(/C=c2\sc3nc(-c4ccncc4)nn3c2=O)ccc1OC(C)=O	-4	5	0.31	-7	-28	9	-2	1.4	7	99	1464
Cc1ccnc(NC(=O)Cn2ccc([N+](=O)[O-])n2)c1	-3	5	0.27	-4	-3	-3	7	0.6	4	96	1751
O=C1Nc2ccccc2C(O)(C(=O)N2CCCCC2)N1c1ccccc1 (stereo unspecified)	6	9	nt	3	-27	-6	6	0.4	3	97	1565
Cc1ccc(CN2CCN(/N=C\c3cccc([N+](=O)[O-])c3)CC2)cc1	-1	8	-0.22	1	-40	5	3	2.5	1	95	1556
O=C(NC(=S)N1CCOCC1)c1ccc([N+](=O)[O-])cc1	5	-5	0	-5	0	-9	4	1.6	0	103	1472
Cc1sc2ncnc(NCCN3CCOCC3)c2c1C	16	22	nt	18	nt	-3	2	1.7	11	83	1796
O=C1C=C(NCc2ccccc2)C2(CCCCC2)O1	2	3	nt	-1	-13	-1	3	1.3	1	102	1623
CCOc1ccc(CN(CCC#N)C(=S)NC(=O)c2ccccc2)cc1	7	-4	1.8	-4	-21	-8	7	-0.1	0	102	1629
Cc1ccc(Nc2cc(C)nc3nnnn23)cc1	-4	14	nt	2	-13	11	-4	0.9	-6	92	1504
Cc1ccc(O)c(C(=O)c2cc(C(=O)NCCc3ccccc3)c(=O)n(CCc3ccccc3)c2)c1	-4	-8	-0.39	-1	-6	15	-1	8.9*	2	107	1528
Cc1ncc(CO)c(/C=N/NC(=O)c2ccccc2Br)c1O	0	14	nt	10	10	2	4	-1.2	2	92	1489
Cc1cccc2cc(C#N)c(SCC#N)nc12	7	32	0.088	-17	5	11	4	2.1	8	76	1584
Cc1ccc(OCC(=O)Nc2ccc(N3CCN(C(=O)c4ccc(C)cc4)CC3)cc2)cc1	0	11	nt	14	2	4	2	4.2	4	94	1671
CCn1nc(C)c(C2C(C#N)=C(N)OC3=C2C(=O)CC(C)(C)C3)c1C (stereo unspecified)	6	8	0.95	11	-13	-4	13	1.1	0	94	1702
CCNS(=O)(=O)c1ccc2c(c1)n(C)c(=O)n2C	10	2	nt	2	nt	2	4	2.0	6	100	1657
O=C(c1ccc(Cl)cc1)N(Cc1ccccc1F)N1C(=O)CCCC1=O	10	10	-1.6	3	-10	-7	11	1.0	1	94	1709
NC(=O)NCCN1CCN(c2ncc(C(F)(F)F)cc2Cl)CC1	2	-1	-0.14	-2	-15	-3	10	-0.7	1	102	1624
COC(=O)CC1c2cc(OC)c(OC)cc2CC(=O)c2cc(OC)c(OC)cc21 (stereo unspecified)	-4	8	-0.15	5	-3	3	2	0.7	3	96	1576
